Sm TGR block – blocks Schistosoma mansoni thioredoxin glutathione reductase. Q962Y6. purified TGR, DTNB reduction, TNB absorbance 405 nm. Potency, µM (highest dose often 114 µM), for the others: top-dose activity change, negative = inhibition, hits mostly inhibitors. 360,000 compounds, 3% hits. AID 485364; further: potency means the concentration at half of the fitted maximal effect; nearly all actives have a fitted effect of over 60% in size
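First, TGR (20 nM dispensed) and NADPH were mixed with compound. Second, a 15 min room-temperature incubation followed. Third, further NADPH and then DTNB were added to start the reaction. Finally, TNB absorbance was monitored kinetically.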
AMA1 RON2 block – AMA1-RON2 (P. falciparum) interaction inhibition; AlphaScreen AMA1-biotinylated RON2 peptide binding; Potency, µM (doses to about 58.2 µM), for the others: top-dose activity change, negative = inhibition, usual class: inhibitors; 360,000 compounds, 0.2% hits; AID 720542;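 further: potency means the concentration at half of the fitted maximal effect; 0% = vehicle wells and -100% = peptide control; nearly all actives have a fitted effect of over 45% in size; some results filed as inactive show a strong effect at the top dose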
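AMA1 (3D7) with his tag at 25 nM final met compounds first, then biotinylated RON2 peptide at 25 nM; detection used donor plus acceptor beads, 10 µg/mL apiece, read by AlphaScreen after 30 min at room temperature.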
HCMV inh – blocks human cytomegalovirus replication; HFF cells, HCMV-luciferase reporter, 72 h; active compounds read low; activity change, negative = inhibition, % at 57.5 µM; 410,000 compounds, 4.5% hits; in the data active means activity change below about -60%; inconclusive means no clear call, values can overlap the other calls; inactive means above about -39%
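Two compound doses tested in HFFs infected with HCMV-luciferase, MOI 1 PFU/cell, 72 h at 37C. Lysate luminescence read with OneGlo; data normalized against buffer-only and 10uM Salinomycin inhibitor controls.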
AmpC inh detg – AmpC beta-lactamase inhibition with detergent present. AID 485294. AmpC hydrolysis of nitrocefin, absorbance 480 nm, 0.01% Triton. 370,000 compounds, 0.041% hits. Potency, µM (titrated, usually from 114 µM), for the others: at the highest dose activity change, negative = inhibition, hits mostly inhibitors. P00811;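 further: potency means the concentration at half of the fitted maximal effect; 0% = no-compound wells and -100% = no-enzyme wells; nearly all actives have a fitted effect of over 25% in size; some results filed as inactive show a strong effect at the top dose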
Target sequence (P00811 whole entry, looked up): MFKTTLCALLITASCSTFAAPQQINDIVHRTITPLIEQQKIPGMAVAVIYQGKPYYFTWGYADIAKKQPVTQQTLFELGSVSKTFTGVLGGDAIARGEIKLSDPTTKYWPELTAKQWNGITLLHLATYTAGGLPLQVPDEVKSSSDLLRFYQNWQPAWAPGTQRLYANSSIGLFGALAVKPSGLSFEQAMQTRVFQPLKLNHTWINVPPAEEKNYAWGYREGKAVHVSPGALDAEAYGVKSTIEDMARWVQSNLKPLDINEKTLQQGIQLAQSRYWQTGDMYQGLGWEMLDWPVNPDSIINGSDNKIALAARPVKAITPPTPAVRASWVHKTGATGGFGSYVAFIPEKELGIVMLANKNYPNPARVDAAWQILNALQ
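20 mM phosphate pH 7.0 + 0.01% (detergent screen) or 0.0001% Triton X-100; 5.3 nM AmpC reagent; cpd preinc 15 min RT; nitrocefin (800 uM stock) to start; A480 q20 s × 4 min; Activity was normalised to no-enzyme and no-compound control wells.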
HCV inh – blocks hepatitis C virus; Huh7.5.1 HCVcc-Cre infection, luciferase reporter, 44 h; Potency, µM (top dose mostly 41.8 µM), for the others: top-dose activity change, negative = inhibition, usual class: inhibitors; 340,000 compounds, 3.4% hits; further: potency means the concentration at half of the fitted maximal effect
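Infectious HCV cell culture screen: compound-treated cells (1,000/well, pre-plated 4 h) are infected with HCVcc-Cre at roughly 0.5 moi and grown 44 h. Infection is quantified by luciferase signal after 15 min substrate incubation at room temperature.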
Giardia FBPA inh – inhibitors of Giardia lamblia fructose-1,6-bisphosphate aldolase; A8B2U2; purified Giardia FBPA; Potency, µM (highest dose often 59.6 µM), without a hit: at the top dose activity, negative = inhibition, usual class: inhibitors; 290,000 compounds, 0.71% hits; AID 2451; further: potency means the concentration at half of the fitted maximal effect; nearly all actives have a fitted effect of over 55% in size
Target sequence (A8B2U2 whole entry, looked up): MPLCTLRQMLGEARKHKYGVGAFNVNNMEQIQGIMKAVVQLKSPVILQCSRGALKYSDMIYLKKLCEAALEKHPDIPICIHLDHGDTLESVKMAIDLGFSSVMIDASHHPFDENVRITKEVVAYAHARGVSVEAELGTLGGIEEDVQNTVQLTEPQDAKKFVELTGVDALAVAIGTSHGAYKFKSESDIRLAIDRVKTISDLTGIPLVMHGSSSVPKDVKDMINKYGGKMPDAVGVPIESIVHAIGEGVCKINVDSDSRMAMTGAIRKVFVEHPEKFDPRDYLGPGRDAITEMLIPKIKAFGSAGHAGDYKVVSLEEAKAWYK
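40 nM FBPA preincubated 10 min at RT with compound (up to 57.5 uM final), then substrate plus GAPDH/TPI/NAD/arsenate coupling and diaphorase/resazurin added. Fluorescence read after 20 min at RT, 525/598 nm.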
* = called active by the depositor; ? = inconclusive; · = no result given; & = joins results of further samples; [ ] = remark or other dose. Unless noted, the call rests on the fitted dose curve; in most records, active means well fitted curve in the direction sought with a large enough effect; inconclusive means small, poorly fitted or top-dose-only effect, or another doubt; inactive means no such curve, though single readings can be large; an effect the other way counts as inactive or inconclusive. Unless noted, on the % scale 0 is the no-effect control and ±100 the full control effect.

SMILES	Sm TGR block	AMA1 RON2 block	HCMV inh	AmpC inh detg	HCV inh	Giardia FBPA inh
Cc1cc2oc(C(=O)Nc3ccc(S(=O)(=O)Nc4nccs4)cc3)cc(=O)c2cc1Cl	1%	-7%	-79*	-2%	6%	0%
Cc1cccc([C@@H]2[C@@H]3C(=O)N(Cc4ccccc4)C(=O)[C@@H]3[C@]3(CC(C)C)C(=O)N(c4cccc(F)c4)C(=O)N23)c1	1%	-9%	12	-1%	-22%	·
O=C1ON=C(c2ccccc2)/C1=C/c1cccnc1	-33%	-12%	?	-8%	22%	1%
C=CCCC(=O)N1C[C@H]2CON(C)[C@H]2C[C@H]1c1cccc(Nc2ccccc2)c1	·	-13%	-35	·	-15%[8.37 µM]	·
Cc1cc(NC(=O)c2cc(-c3ccc(Cl)c(Cl)c3)on2)n(-c2ccccc2)n1	2%	·	6	-5%	·	·
Cc1cc(=O)n2nc(N3CCCC3C(=O)NCc3ccccn3)sc2n1 (centres undefined)	11%	35%[activator]	-39	?	10%	-3%
CS(=O)(=O)c1ccccc1-c1nnc(NC(=O)c2ccc(S(=O)(=O)N3CCCC3)cc2)o1	-2%	21%	-4	-15%	30%[activator]	·
COc1ccccc1NS(=O)(=O)c1ccc(OC)c(OC)c1	-23%	3%	38	?	20%	8%
Cc1ccc(C(=O)N(CC(=O)NC2CCCC2)Cc2cccs2)s1	0%	-1%	12	-9%	-21%	11%
COc1ccc(CCN2CC(C(=O)N(C)CC(=O)Nc3ccc(Cl)c(C(F)(F)F)c3)CC2=O)cc1OC (centres undefined)	6%	40%[activator]	-5	-2%	-10%	·
COc1ccc(C2c3[nH]c4ccccc4c3CCN2Cc2ccoc2)c(F)c1 (centres undefined)	?	-30%	-28	9%	-22%	-5%
CC(=O)Nc1ccc(NC(=O)CSc2nccn2Cc2ccc(Cl)cc2)cc1	-3%	-15%	-8	1%	?	1%
CCc1ccc(CN2CCC(n3nccc3NC(=O)c3ccccc3C)CC2)cc1	-9%	0%	-35	-6%	14µM*	·
C/C(=N\OCC(=O)Nc1ccc(Br)cc1)c1cccs1	7%	-7%	-7	12%	1%	-6%
Cc1nc2sccn2c(=O)c1S(=O)(=O)Nc1ccc(N2CCOCC2)c(Cl)c1	0%&-14%	1%	3&12	-9%&3%	-19%	4%
c1ccc(Cn2nnc(CNc3ccccc3)c2-c2c(CNc3ccccc3)nnn2Cc2ccccc2)cc1	7%	-19%	·	-1%	-6%	5%
Cc1cccc(N(C(=O)c2snc(C(N)=O)c2N)C(C(=O)NCC2CCCO2)c2ccc(N(C)C)cc2)c1 (centres undefined)	5%	2%	?	0%	-10%	-3%
CCCCc1cc(=O)oc2cc(O)ccc12	·	11%	-104*	2%	-30%	6%
COc1ccc(/C=C/C(=O)OCC(=O)Nc2cc3oc4ccccc4c3cc2OC)cc1	3%	·	-27	-1%	·	1%
C=CCn1c(=O)c2c(nc3n2CCCN3CCc2ccc(OC)c(OC)c2)n(C)c1=O	0%	-4%	46	-8%	?	-2%
CCC1(c2ccccc2)NC(=O)N(CC(=O)Nc2ccc(S(N)(=O)=O)cc2)C1=O (centres undefined)	-2%	-7%	11	-4%	?	-5%
N#Cc1ccc(COC(=O)CSc2nnc(C3CCCCC3)n2N)cc1	-1%	-4%	-9	-4%	4%	0%
CCOc1ccc(C2C(C(=O)c3cccs3)=C(O)C(=O)N2CCCn2ccnc2)cc1 (centres undefined)	0%	0%	·	-9%	-3%	-3%
CCOC(=O)c1cnc2c(Cl)c(Cl)ccc2c1Nc1ccc(N(C)C)cc1	0%	·	6	10%	·	·
Cc1ccccc1C(C(=O)NCc1ccco1)N(CC1CCCO1)C(=O)Cn1nnc2ccccc21 (centres undefined)	-21%	-1%	-23	?	3%	2%
Cc1cccc(N(C)S(=O)(=O)c2nnc(NC(=O)c3ccco3)s2)c1	-31%	-8%	0	-8%	-1%	-5%
COc1cccc2c1Oc1nc(-c3ccccc3)nc(SCC(=O)N3CCCCC3)c1C2	-6%	·	30	3%	·	·
Nc1ccc2c(c1)COC2=O	1%	-3%	48	1%	-4%	4%
O=C(OCC(=O)N1CCCCCC1)c1cccs1	-4%	-4%	16	0%	12%	2%
O=C(O)CC1(CC(=O)Nc2ccc(F)c(Cl)c2)CCCCC1	-7%	-15%	23	-5%	6%	0%
CCN(CC)S(=O)(=O)c1cc(C(=O)OCC(=O)Nc2ccc(-c3nc4ccc(C)cc4s3)cc2)ccc1F	0%	16%	?	-11%	-13%	-1%
COc1cccc(N2CCN(Cc3nnc(-c4ccc5c(c4)OCO5)o3)CC2)c1	0%	·	4	0%	·	·
CCOCCCNC(=O)c1cn(C)c2ccc(S(=O)(=O)N3CCCC3)cc2c1=O	-1%	4%	8	-1%	10%	·
COc1ccc(-n2c(C)cc(C(=O)COc3ccc(-n4cnnn4)cc3)c2C)cc1	0%	0%	36	-11%	11%	-13%
COC(=O)c1ccc(NC(=O)NC2CCCCC2)cc1	0%	14%[2.32 µM]	-13	-3%	2%	3%
O=C(COC(=O)CCNS(=O)(=O)c1ccc2c(c1)OCCO2)NC1CCCc2ccccc21 (centres undefined)	-2%	-4%	65	?	6%	0%
O=C(CSc1nc(C(F)(F)F)cc(=O)[nH]1)Nc1cccc2ccccc12	6%	-22%	-10	?	-7%	·
CCOC(=O)c1c(CC(C)C)csc1NC(=O)COC(=O)c1ccc(O)cc1	0%	2%	-19	?	?	·
CCOc1cccc(CNn2cnnc2)c1OCc1ccccc1	9%	5%	-14	-13%	2%	5%
O=C1Nc2ccc(Br)cc2C1=C1CCCCC1	-33%	-23%	-33	-16%	19%	2%
CCOc1ccc(CCNC(=O)C2CCN(c3ccc(N4CCOCC4)nn3)CC2)cc1OCC	0%	9%	3	?	3%	-7%
COc1ccccc1CCC(=O)Nc1ccc(OC)c(S(=O)(=O)N2CCOCC2)c1	-23%	2%[11.6 µM]	0	2%	-3%	·
Cc1cc(OC(=O)c2ccco2)c2c3c(c(=O)oc2c1)CCCC3	7%	23%	-67*	?	?	5%
Cc1ccc(S(=O)(=O)N[C@@H](C)C(=O)OCC(=O)N2c3ccccc3NC(=O)C2(C)C)cc1	-14%	-2%	21	-4%	6%	·
COc1cccc(CC(=O)OCC(=O)NC2(C#N)CCCC2)c1	0%	-1%[11.6 µM]	-18	-8%	3%	·
CCOC(=O)c1c(C)c(C(=O)NC2CCCCCC2)c(C)n1C	1%	0%	34	?	0%	-4%
COc1ccc(C2=C(CC(=O)O)C(=O)CC2)cc1	-30%	10%[2.32 µM]	-28	4%	22%	1%
O=C(Nc1ccc(Cl)c(Cl)c1)Nn1cnnc1	5%	0%	-8	1%	16%	5%
COc1cccc(N2CC(NC(=O)c3ccc4c(c3)OCO4)CC2=O)c1 (centres undefined)	-2%	·	78	4%	·	·
Cc1cccc(N2CCN(C(=O)c3ccc(CS(=O)Cc4cccc(Cl)c4)o3)CC2)c1C (centres undefined)	40µM*	-9%	-7	-11%	?	8%

Going on with the list:
SMILES	Sm TGR block	AMA1 RON2 block	HCMV inh	AmpC inh detg	HCV inh	Giardia FBPA inh
Cc1cccc(NNC(N)=S)c1	0%	8%	68	1%	18%	20µM*
COc1ccc(NC(=O)CN(C)C(=O)CCSc2ccc(C)cc2)cc1	-4%	1%	-8	?	-1%	·
CCOC(=O)Cn1c(=O)oc2cc(S(=O)(=O)N3CCN(C(=O)c4ccco4)CC3)ccc21	17%	15%	-1	-14%	40%[activator]	4%
CCOc1ncccc1C(=O)N(C)CC(=O)Nc1ccc(F)cc1	1%	1%	5	7%	1%	7%
Cc1ccc(S(=O)(=O)Nc2c(C)nc3nc(C)[nH]n3c2=O)c(C)c1	2%&-3%	5%	-17&-20	-11%&-4%	0%	-29%
Cn1cc([N+](=O)[O-])c(C(=O)NCc2ccccc2)n1	22%	1%	-1	8%	17%	5%
CS(=O)(=O)c1ccc(Cl)c(NC(=O)CCCc2nc3ccccc3c(=O)[nH]2)c1	0%	13%	-23	-13%	6%	·
O=c1oc2ccc3ccccc3c2cc1-c1nnc(Nc2cc(C(F)(F)F)ccc2Cl)s1	-2%	·	13	6%	·	·
CCOc1ccc(CNC(=O)C2CCCN(S(=O)(=O)N3CC(C)CC(C)C3)C2)cc1OC (centres undefined)	1%	2%	-3	0%	-1%	-4%
C/C(CC(=O)Nc1cc(C)ccn1)=N\NC(=O)c1ccccc1C	2%	61%[activator]	21	-2%	2%	-12%
CNC(=O)c1c(NC(=O)c2ccc(S(=O)(=O)N3CCCCC3C)cc2)sc2c1CCC2 (centres undefined)	-31%	·	-12	5%	·	·
CC(C)Cn1c(SCC(=O)O)nnc1-c1cccc(S(=O)(=O)N2CCOCC2)c1	·	-3%	1	·	9%	·
Cc1c(NC(=O)c2nn(CC(C)C)c(=O)c3ccccc23)c(=O)n(-c2ccccc2)n1C	-1%	9%	-13	-2%	1%	·
COc1ccc(Cl)cc1NC(=O)c1nn(C)c2c1CS(=O)(=O)c1ccccc1-2	0%	·	5	-6%	·	·
CCC(C)N1C(=S)SC(C)(C)C1N(O)C(=O)NC1CCCCC1 (centres undefined)	13%	-7%	7	0%	23%	-1%
O=C(COC(=O)CNC(=O)c1cccs1)Nc1ccccc1C(F)(F)F	20%	12%	32	-1%	15%	5%
Cc1ccc(C(=O)NCC(=O)OCC(=O)N(CC(C)C)c2c(N)n(Cc3ccccc3)c(=O)[nH]c2=O)cc1C	0%	-16%	-22	-5%	?	·
Cc1nc(N)ncc1C(=O)Nc1ccccc1	-3%	7%	?	1%	10%	11%
OC[C@H]1O[C@@H](Oc2cc(O)cc(/C=C/c3ccc(O)cc3)c2)[C@H](O)[C@@H](O)[C@@H]1O	8%	·	·	-1%	·	-4%
CC1=CC=CC2=NC(=O)CC(C)(C(=O)O)N12 (centres undefined)	19%	14%	?	7%	27%	1%
Cc1cc([N+](=O)[O-])ccc1NC(c1nnc(-c2ccccc2)o1)c1ccccc1F (centres undefined)	3%	·	37	-2%	·	·
CCc1cnc2c(c1SC(C(C)=O)C(=O)N(C)C)c(=O)n(C)c(=O)n2C (centres undefined)	-12%	·	-24	3%	·	·

A different layout for four compounds above:
Molecule: CCC(C)N1C(=S)SC(C)(C)C1N(O)C(=O)NC1CCCCC1 (centres undefined)
  Sm TGR block: 13%
  AMA1 RON2 block: -7%
  HCMV inh: 7
  AmpC inh detg: 0%
  HCV inh: 23%
  Giardia FBPA inh: -1%
Molecule: O=C(COC(=O)CNC(=O)c1cccs1)Nc1ccccc1C(F)(F)F
  Sm TGR block: 20%
  AMA1 RON2 block: 12%
  HCMV inh: 32
  AmpC inh detg: -1%
  HCV inh: 15%
  Giardia FBPA inh: 5%
Molecule: Cc1ccc(C(=O)NCC(=O)OCC(=O)N(CC(C)C)c2c(N)n(Cc3ccccc3)c(=O)[nH]c2=O)cc1C
  Sm TGR block: 0%
  AMA1 RON2 block: -16%
  HCMV inh: -22
  AmpC inh detg: -5%
  HCV inh: ?
  Giardia FBPA inh: ·
Molecule: Cc1nc(N)ncc1C(=O)Nc1ccccc1
  Sm TGR block: -3%
  AMA1 RON2 block: 7%
  HCMV inh: ?
  AmpC inh detg: 1%
  HCV inh: 10%
  Giardia FBPA inh: 11%

Source: PubChem BioAssay (National Center for Advancing Translational Sciences (NCATS))
